TNAP inh hi DEA – TNAP (human) inhibition, high acceptor. P05186. purified TNAP, CDP-star luminescence, 1 M DEA. inhibition, % at 20 µM. hit rate 0.03% among 200,000;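 active means over 50% inhibition of tissue-nonspecific alkaline phosphatase at 20 µM in the single-dose screen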;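 further: plate controls were DMSO wells for no effect and EDTA-quenched wells as full inhibition for full effect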
Target sequence (P05186 whole entry, looked up): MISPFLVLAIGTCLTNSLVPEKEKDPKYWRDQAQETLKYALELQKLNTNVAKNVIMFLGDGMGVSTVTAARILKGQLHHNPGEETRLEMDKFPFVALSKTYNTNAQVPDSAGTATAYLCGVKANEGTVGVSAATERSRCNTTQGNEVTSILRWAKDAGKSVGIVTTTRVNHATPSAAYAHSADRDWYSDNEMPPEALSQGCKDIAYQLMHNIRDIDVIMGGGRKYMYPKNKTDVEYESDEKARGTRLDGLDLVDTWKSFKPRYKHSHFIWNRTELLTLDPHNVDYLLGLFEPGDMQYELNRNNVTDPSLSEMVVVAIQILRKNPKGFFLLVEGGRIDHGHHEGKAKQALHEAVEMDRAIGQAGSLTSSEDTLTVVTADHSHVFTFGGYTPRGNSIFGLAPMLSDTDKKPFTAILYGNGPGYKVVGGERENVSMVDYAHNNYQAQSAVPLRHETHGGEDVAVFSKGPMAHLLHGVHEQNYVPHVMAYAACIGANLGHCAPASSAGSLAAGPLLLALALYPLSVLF
PPARg SRC1 recr – PPARgamma-driven SRC-1 recruitment agonism | hit rate 0.41% among 200,000 | activation, % at 8 µM | AID 631 | PPARgamma-SRC-1 coactivator recruitment biochemical assay | P37231; in the data active means activation above about 19%;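 further: 0% = DMSO and 100% = reference agonist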
bIAP inhibitor – intestinal alkaline phosphatase (bovine) inhibition; inhibition, % at 20 µM; 190,000 tested, under 10 active; purified bovine IAP, CDP-star luminescence, 30 min;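 active means over 50% inhibition of intestinal alkaline phosphatase at 20 µM in the single-dose screen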
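test system = bovine IAP enzyme | medium = DEA buffer 100 mM, pH 9.8, with MgCl2 1.0 mM, ZnCl2 0.02 mM | detection = luminescence | dosing = single compound dose of 20 µM, 2% DMSO final | incubation = 30 min reaction at room temperature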
TR-FRET SRC-2 ct – flags TR-FRET format artefacts in PPARgamma SRC-2 recruitment agonist screen | TR-FRET artefact counter-screen; stronger effect = higher value | TR-FRET ratio at 8 µM | hit rate 0.4% among 200,000 | AID 1049; in the data active means TR-FRET ratio above about 2000; further: inactives centre near 1500
TNAP inh no acc – inhibitors of human TNAP without phosphate acceptor; purified TNAP, CDP-star luminescence, 30 min; inhibition, % at 20 µM; hit rate 0.26% among 200,000;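 active means tissue-nonspecific alkaline phosphatase inhibition above about 50% at 20 µM in the single-dose screen, limit read from the data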;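 further: 0% = DMSO negative control and 100% = EDTA positive control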
bIAP activator – increases bovine intestinal alkaline phosphatase activity; hit rate 0.17% among 200,000; purified bovine IAP, CDP-star luminescence, 30 min; stronger effect = higher value; fold of DMSO-control signal, blank-subtracted; activation factor at 20 µM;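 active means activation factor of 2 or more at 20 µM, a signal rise over negative controls twice the positive control's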
HMGR II inh – E. faecalis class II HMG-CoA reductase inhibition; hit rate 0.41% among 190,000; purified E. faecalis HMGR, NADPH absorbance 340 nm kinetic; inhibition, % at 10 µM;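 active means inhibition above a set limit, the median over all tested compounds plus 3 SD, cut at about 9.5% in these data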;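 further: enzyme runs in reverse so mevalonate oxidation gives rising NADPH absorbance; 0% = complete reaction with DMSO and 100% = background rate lacking mevalonate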
PPARg SRC2 recr – agonists of SRC-2 recruitment by human PPARgamma | P37231 | PPARgamma LBD-SRC-2 recruitment, biochemical | activation, % at 8 µM | hit rate 0.34% among 200,000; in the data active means activation above about 22%;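 further: 0% = vehicle and 100% = reference agonist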
PPARg SRC-3 ag – promotes SRC-3 coactivator recruitment by human PPARgamma. P37231. activation, % at 8 µM. hit rate 0.26% among 200,000. biochemical PPARgamma/SRC-3 coactivator recruitment assay; in the data active means activation above about 23%;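 further: 0% = DMSO and 100% = reference agonist; some compounds past the cut are filed as inactive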
TNAP act hiacc – increases human TNAP activity under high phosphate acceptor concentration. P05186. purified TNAP, CDP-star luminescence, 1 M DEA, 30 min; stronger effect = higher value; 0 = EDTA background, 1 = DMSO-only activity. activation factor at 20 µM. 200,000 tested, under 10 active. AID 1136;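 active means activation factor at least 2 at 20 µM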
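Measured by: Luminescent substrate turnover signal | Test system: Human TNAP | Input: TNAP 1/800 final | Dosing: 20 µM single point | Schedule: 30 min, room temperature | Controls: EDTA wells as negative control, DMSO wells as positive control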
The depositor's hits bear a star; x = no result given. No enrichment for hits; 1.6% or so of the library scored in one or more.

canonical_smiles,TNAP inh hi DEA,PPARg SRC1 recr,bIAP inhibitor,TR-FRET SRC-2 ct,TNAP inh no acc,bIAP activator,HMGR II inh,PPARg SRC2 recr,PPARg SRC-3 ag,TNAP act hiacc
NC(=O)C1CCN(c2ncnc3c(-c4ccccc4)nsc23)CC1,-1,-1,4,1669,0,1,0,-5,10,1
COc1ccc(/C=N/NC(=S)Nc2ccccc2)cc1COc1ccccc1F,-4,2,-13,1542,-7,1.1,-2,-2,-4,1
CCCCC(O)(CCCC)C(=O)NN(C(=O)OCC)c1ccccc1,5,10,14,1725,-6,0.9,2,4,-1,1
CCN(CC)S(=O)(=O)N1CCC(C(=O)NCc2ccc(C)cc2)CC1,0,0,-14,1415,-3,1.1,-3,-3,-3,1
COc1ccc(CN(C(=O)c2nsc(Cl)c2Cl)C(C(=O)NC2CCCC2)c2ccc(C)cc2)cc1 (stereo not drawn),-4,4,4,1547,-47,1,5,2,4,1
Cc1ccc(C(=O)OC2CCS(=O)(=O)c3sccc32)cc1 (stereo not drawn),2,1,17,1353,-6,0.8,-4,-6,-5,1
Cc1ccc(CNC(=O)CCCCCNc2nc(=S)[nH]c3ccccc23)cc1,-4,3,-5,1480,-2,1.1,-2,-8,-2,1
c1ccc(-c2cc3c(N4CCOCC4)ncnc3s2)cc1,-5,5,8,1524,-10,0.9,-5,5,4,1.1
CCn1c(=O)c2cc(C(=O)NCCN3CCOCC3)sc2c2ccccc21,-2,1,2,1735,-14,1,1,12,1,1
C#CCn1c(=NC(=O)c2ccc(S(=O)(=O)N3CCc4ccccc4C3)cc2)sc2cc(S(N)(=O)=O)ccc21,4,6,21,1602,-2,0.8,0,-1,-2,1
COc1ccccc1NS(=O)(=O)c1cc(NC(=O)c2ccc3ccccc3n2)ccc1Cl,-1,2,4,1473,-7,1,-5,-4,2,1
O=C(COC(=O)C(Cc1ccccc1)NC(=O)c1ccccc1)c1ccccc1 (stereo not drawn),-1,0,6,1547,-6,0.9,1,10,1,1
COc1ccc(CC(=O)NNc2ncnc3c2cnn3-c2ccccc2)cc1,-7,4,15,1559,-32,0.8,-3,-5,-1,1.1
O=C(CSc1nnc(-c2ccccc2)o1)N1CCOCC1,-5,6,0,1645,-9,1,3,-7,6,1.1
Cc1ccc(OCC(=O)N/N=C2\CCOc3c(C)cccc32)cc1,0,-2,-3,1387,-1,1,-3,-2,-5,1
O=P(O)(CN1CCCCC1)CN1CCCCC1,0,14,11,1625,-14,0.9,4,3,1,1
Cc1ccc2nc(SCC(=O)NCc3ccco3)[nH]c2c1,-12,-4,7,1544,-10,0.9,-3,1,6,1.1
C/C(=N\NC(=O)c1cccnc1)c1cccc([N+](=O)[O-])c1,-6,4,17,1581,-11,0.8,3,3,-1,1.1
O=C(NC1CC1)c1cc(F)c(F)cc1Cl,-3,1,0,1549,-10,1,0,7,-3,1
CCN(CC)CCCNC(=O)c1ccc(Cl)c(S(=O)(=O)Nc2ccccc2OC)c1,-10,5,13,1551,0,0.9,-4,4,-1,1.1

Single values from above.
Cc1ccc2nc(SCC(=O)NCc3ccco3)[nH]c2c1 – bIAP activator: 0.9
COc1ccc(/C=N/NC(=S)Nc2ccccc2)cc1COc1ccccc1F – TR-FRET SRC-2 ct: 1542

(next part)
canonical_smiles,TNAP inh hi DEA,PPARg SRC1 recr,bIAP inhibitor,TR-FRET SRC-2 ct,TNAP inh no acc,bIAP activator,HMGR II inh,PPARg SRC2 recr,PPARg SRC-3 ag,TNAP act hiacc
COc1ccc(CN(C)C(C)C(=O)Nc2ccc(S(=O)(=O)N3CCOCC3)cc2)c(OC)c1 (stereo not drawn),-8,9,-6,1581,-17,1.1,-1,2,7,1.1
O=C(Nc1nc(-c2ccncc2)cs1)C1c2ccccc2Oc2ccccc21,-5,6,11,1470,-9,0.9,2,-2,-2,1.1
COC(=O)CCC(=O)c1oc2ccccc2c1NC(=O)CCCN1C(=O)c2ccccc2C1=O,0,1,-1,1343,-8,1,4,-4,2,1
CC1CC(C)CN(C(=O)c2cc3cc(Br)cc(Br)c3o2)C1 (stereo not drawn),-4,0,-4,1565,-6,1,-6,6,0,1
CCOC(=O)c1nn(-c2ccccc2F)c(-c2ccccc2)c1C(=O)c1ccccc1,-2,-8,7,1482,-6,0.9,4,-1,11,1
O=C(NC(=Nc1ccccc1)N1CCOCC1)Nc1ccccc1,-4,5,8,1602,1,0.9,-5,1,3,1
O=C(CNCc1ccc(Cl)cc1)Nc1cccc(C(=O)O)c1,-1,4,2,1486,-9,1,-3,-3,1,1
Cc1cc(C)nc(NC(N)=NC(C)c2ccccc2)n1 (stereo not drawn),-8,1,-5,1628,-11,1,-1,-7,0,1.1
Cc1ccc(N(CCC(=O)NC(C)(C)C)S(=O)(=O)c2ccc(C)cc2)cc1,-1,5,0,1537,-8,1,0,10,0,1
O=C(CNC(=O)c1ccccc1)OCc1ccc([N+](=O)[O-])cc1,-4,-6,x,1455,-32,0.4,-8,-8,-1,1
CCNC(=S)NNC(=O)c1cc(-c2ccccc2C)nc2ccccc12,-7,0,-41,1480,-70,1.4,-3,8,1,1.1
O=C(Cn1cc(C(=O)COc2ccccc2)c2ccccc21)NCc1ccco1,-2,4,-1,1470,-5,1,-4,3,12,1
COc1ccc(C2Nc3ccccc3C(=O)N2NS(C)(=O)=O)cc1 (stereo not drawn),-6,3,3,1514,-20,1,3,4,1,1.1
COc1ccc(-c2nn(CCC#N)cc2/C=N/O)cc1,-3,9,2,1629,-8,1,-4,8,0,1
CCCC(=O)Nc1cc(C(F)(F)F)ccc1N1CCOCC1,-2,2,0,1515,-6,1,-1,2,3,1
C/C(=N\NC(=O)CN(c1ccccc1Br)S(C)(=O)=O)c1ccc2c(c1)OCCO2,-2,2,7,1534,-23,0.9,-1,0,2,1
Cc1ccc(CSc2n[nH]c(N)n2)cc1,-1,-6,-18,1383,-10,1.2,0,-12,0,1
Cc1ccc(/C=N/NC(=O)C(=O)N/N=C/c2ccc(C)o2)o1,-2,-2,-13,1399,-35,1.1,-6,-2,-1,1
CCCC(c1nnnn1Cc1ccco1)N1CCN(C(=O)c2ccco2)CC1 (stereo not drawn),-10,4,0,1473,-18,1,1,-2,7,1.1
CCOC(=O)c1nnn(-c2nonc2-n2cccc2)c1CN1CCC(C(=O)OCC)CC1,2,9,-4,1597,-2,1,0,16,13,1
O=c1c2ccccc2c2ccccc2c(=O)n1Cc1cccnc1,-4,-1,9,1532,-6,0.9,1,5,1,1
COc1ccc(CCNC(=O)CSc2nccc(=O)[nH]2)cc1OC,-1,-2,3,1639,-6,1,0,2,2,1
COc1ccc(-c2[nH]ncc2/C=N\NC(=O)c2ccc(C(C)(C)C)cc2)cc1OC,0,6,2,1719,-39,1,0,12,3,1
O=C(CNC(=O)c1ccco1)OCc1ccc(C(=O)c2ccccc2)cc1,-6,-3,1,1640,0,1,1,8,0,1.1
O=S(=O)(CCc1ccccc1)N1CCOCC1,-8,-1,1,1356,-14,1,-5,-2,-4,1.1
O=C(N/N=C/c1c(Cl)[nH]c2ccccc12)c1sc2ccccc2c1Cl,2,1,19,1642,2,0.8,-1,-1,2,1
Cc1ccc(O)c(NC(=O)c2cc3nc4c(c(C(F)(F)F)n3n2)CCc2ccccc2-4)c1,-7,5,17,1560,-12,0.8,-3,-3,17,1.1
O=C(NO)c1ccc(C(=O)N(C2CCCCC2)C2CCCCC2)cc1,-2,7,-3,1665,-14,1,-3,8,16,1
CC(C)CCNC(=O)Cn1c(=O)oc2cc(S(=O)(=O)N3CCc4ccccc43)ccc21,-5,4,6,1599,-11,0.9,-10,-2,12,1
Cc1ccc(-n2c(CCC(=O)O)ccc2-c2cccs2)cc1,0,7,7,1565,-5,0.9,-1,4,6,1
Cc1nn2c(CN(C(=O)CN3CCOCC3)c3ccccc3)nnc2c2ccccc12,-2,6,2,1613,-24,1,-8,8,0,1
Cc1cc2n(n1)SC(Nc1ccc(F)c(Cl)c1)N2 (stereo not drawn),3,-2,-9,1422,-60,1.1,-12,-4,-1,1
O=C(CCSc1ccccc1)Nc1nnc(-c2ccccc2)o1,-4,8,47,1546,-13,0.5,-1,-3,2,1
COc1ccc2c(c1)CCc1c(C(=O)N3CC4(C)CC3CC(C)(C)C4)noc1-2 (stereo not drawn),0,5,5,1703,-5,1,-2,10,7,1
CCOc1ccc(CCN2C(=O)C3C4C=CC(C4)C3C2=O)cc1OCC (stereo not drawn),-5,2,8,1554,-12,0.9,2,4,17,1.1
Cn1nnc2ccccc2c1=O,-5,7,2,1633,-12,1,-3,11,-2,1.1
O=C(O)CCNS(=O)(=O)c1ccc2c(c1)Cc1ccccc1-2,-4,12,-15,1498,-7,1.1,-7,9,2,1
CC(C)(C)NC(=O)CSc1nc(O)cc(=O)n1-c1ccccc1,-3,1,13,1335,-6,0.9,-9,-3,-2,1
O=C(Nc1cccc(S(=O)(=O)N2CCOCC2)c1)c1ccc2c(=O)n3c(nc2c1)CCCCC3,-2,10,-3,1707,-10,1,1,3,3,1
